Compound activity (PubChem)
BAZ2B inh: BAZ2B (human) inhibition; Q9UIF8; AlphaScreen BAZ2B-H3K14Ac peptide displacement; Potency, µM (top dose mostly 114 µM), without a hit: at the highest dose activity change, negative = inhibition, hits mostly inhibitors; 360,000 tested, 4.4% active; note: potency is the fitted concentration of half-maximal effect; % is set by controls: 0 for no effect and ±100 for the full control effect; nearly all actives have a fitted effect of over 60% in size
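AlphaScreen displacement: compounds (up to 110uM) incubated 30 min at room temperature with a preformed 50 nM BAZ2B/50 nM biotinylated H3K14Ac peptide complex in PBS pH 7.4 with Tween-20. Donor and acceptor beads at 10 ug/mL final added, 20 min light-protected before reading.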
G9a inh: blocks human histone lysine methyltransferase G9a | G9a H3K9 monomethylation, AlphaScreen, 2 h | Potency, µM (highest dose often 102 µM), without a hit: at the top dose activity, negative = inhibition, usual class: inhibitors | 350,000 tested, 8.8% active | AID 504332; note: potency is the fitted concentration of half-maximal effect; % is set by controls: 0 for no effect and ±100 for the full control effect; nearly all actives have a fitted effect of over 75% in size
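AlphaScreen read-out: biotin-H3K9 peptide (500 nM) methylation by 20 nM enzyme with 20 uM SAM, 2 h at room temperature after 15 min compound preincubation; anti-monomethyl H3K9 antibody plus donor/acceptor beads, 10 min dark.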
GLS inhibitor: blocks human kidney-isoform glutaminase activity. O94925. GLS enzymatic activity, qHTS titration. Potency, µM (highest dose often 45.5 µM), without a hit: top-dose activity change, negative = inhibition, most hits filed as inhibitors. 410,000 tested, 0.21% active. AID 624170; note: potency is the fitted concentration of half-maximal effect; % is set by controls: 0 for no effect and ±100 for the full control effect
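hKGA in 45 mM KH2PO4 pH 8.2, 0.02% Tween-20 with pin-transferred compounds; 1 mM L-glutamine (stock) plus glutamate oxidase/HRP/Amplex Red coupling added. Fluorescence read initially and after 30 min at RT.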
RGS4 inhibitor: blocks human RGS4-accelerated GTP hydrolysis. 390,000 tested, 0.039% active. Transcreener GDP fluorescence polarization, RGS4-accelerated GTP hydrolysis. Potency, µM (titrated, usually from 114 µM), for inactives: at the highest dose activity change, negative = inhibition, usual class: inhibitors; note: potency is the fitted concentration of half-maximal effect; % is set by controls: 0 for no effect and ±100 for the full control effect; nearly all actives have a fitted effect of over 75% in size; some results filed as inactive show a strong effect at the top dose
Target sequence (P49798 whole entry, looked up): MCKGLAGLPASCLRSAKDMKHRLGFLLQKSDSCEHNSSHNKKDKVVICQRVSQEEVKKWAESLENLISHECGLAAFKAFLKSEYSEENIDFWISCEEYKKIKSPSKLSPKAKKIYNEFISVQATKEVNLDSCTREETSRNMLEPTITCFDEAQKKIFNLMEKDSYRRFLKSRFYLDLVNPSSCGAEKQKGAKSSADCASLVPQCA
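MLSMR compounds (23 nl, pin-transferred) preincubated 10 min at room temperature with a 500nM (2x) first reagent, then RGS4 at 900nM (2x) plus Transcreener GDP mix added; fluorescence polarization (620/688 nm) read before and after 90 min at 30 °C.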
HP1b binding inh: inhibitors of HP1-beta chromodomain binding to methylated histone tails; P83916; AlphaScreen HP1-beta / biotin-H3K9me3 peptide binding; Potency, µM (series often up to 114 µM), for the others: at the top dose activity change, negative = inhibition, hits mostly inhibitors; 390,000 tested, 0.56% active; AID 540317; note: potency is the fitted concentration of half-maximal effect; nearly all actives have a fitted effect of over 70% in size; inactives centre near 23
Target sequence (P83916 whole entry, looked up): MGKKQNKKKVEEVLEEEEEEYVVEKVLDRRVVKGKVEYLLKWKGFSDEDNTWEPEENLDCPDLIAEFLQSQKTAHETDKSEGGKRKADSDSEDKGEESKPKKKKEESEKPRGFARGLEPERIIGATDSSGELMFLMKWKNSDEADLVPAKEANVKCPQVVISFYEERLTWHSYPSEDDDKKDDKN
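Compound inhibition of the preformed complex between 50 nM HP1-beta and 50 nM biotinylated H3K9me3 peptide was read by AlphaScreen. Buffer was PBS pH 7.4 with 0.01% Tween-20. Incubations ran 30 min at room temperature, with 10 ug/mL donor/acceptor beads.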
ERG-DNA inh: ERG Ets/DNA interaction inhibition | P11308 | 370,000 tested, 0.028% active | Potency, µM (series often up to 76.9 µM), inactives show at the highest dose FP activity, negative = inhibition, hits mostly inhibitors | AID 624246 | fluorescence polarization, His-ERG Ets domain / labelled DNA; active = well fitted inhibition curve with a large enough effect in the polarisation, with a control signal flat; inconclusive = small, poorly fitted or top-dose-only effect, or effect the other way, or a change in a side signal; inactive = no such curve, though single readings can be large or run the other way; the % refers to the polarisation;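 note: polarization taken with two DNA probes labelled with fluorescein and Texas red; potency is the fitted concentration of half-maximal effect; % of control where 0% means no effect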
Target sequence (P11308 whole entry, looked up, the tested form may be a part): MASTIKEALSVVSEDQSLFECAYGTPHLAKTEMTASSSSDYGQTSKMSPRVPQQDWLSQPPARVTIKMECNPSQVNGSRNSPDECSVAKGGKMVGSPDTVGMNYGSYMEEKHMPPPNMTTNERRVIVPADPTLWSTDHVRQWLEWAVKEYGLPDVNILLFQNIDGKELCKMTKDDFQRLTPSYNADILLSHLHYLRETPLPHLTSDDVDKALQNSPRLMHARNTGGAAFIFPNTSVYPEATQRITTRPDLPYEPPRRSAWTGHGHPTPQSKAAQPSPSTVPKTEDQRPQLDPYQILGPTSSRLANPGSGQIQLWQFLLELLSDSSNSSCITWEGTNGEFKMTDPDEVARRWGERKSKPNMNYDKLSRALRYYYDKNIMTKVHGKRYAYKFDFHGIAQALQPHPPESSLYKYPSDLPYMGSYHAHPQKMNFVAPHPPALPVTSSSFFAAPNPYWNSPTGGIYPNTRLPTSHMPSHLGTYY
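His-tagged ERG Ets domain (1 uM in the protein solution; 300mM KCl, 50mM Tris-HCl, 1mM EDTA, 1mM DTT, pH 7.5) received compound, then a probe mix of 5 nM fluorescein-DNA and 100nM Texas-615-DNA. Fluorescence polarization was read for both dyes.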
JMJD2A Tudor inh: inhibitors of human JMJD2A Tudor domain. AlphaScreen JMJD2A-Tudor / H3K4me3 peptide binding. Potency, µM (titrated, usually from 114 µM), inactives show at the top dose activity change, negative = inhibition, usual class: inhibitors. 390,000 tested, 4.4% active; note: potency is the fitted concentration of half-maximal effect; % is set by controls: 0 for no effect and ±100 for the full control effect; nearly all actives have a fitted effect of over 50% in size
12-LOX inh: ALOX12 (human) lipoxygenase inhibition. Potency, µM (doses to about 108 µM), inactives show top-dose activity change, negative = inhibition, hits mostly inhibitors. P18054. 580,000 tested, 1.1% active. AID 1671190. purified 12hLO, xylenol orange hydroperoxide absorbance; note: potency is the fitted concentration of half-maximal effect; % is set by controls: 0 for no effect and ±100 for the full control effect
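Purified human 12hLO (150 nM final) in 25 mM Hepes, 0.01% Triton X-100, pH 7.0 was preincubated 15 min at room temperature with compound. Then 40 uM arachidonic acid was added, 30 min. Hydroperoxide was read by Fe-XO absorbance ratio 573/405 nm.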
PI4K2A inh: PI4K2A (human) kinase inhibition; Q9BTU6; purified PI4K2A, ADP-Glo luminescence, 1 h; hits give low values; activity change, negative = inhibition, % at 76.9 µM; 420,000 tested, 0.13% active; in the data active = activity change below about -50%; inconclusive = mostly about -30% to -49%;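 note: -100% = wells without enzyme as full effect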
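Compounds are screened against recombinant PI4K2A using PI as substrate and ATP, the latter dispensed at 300 microM. Reactions run one hour at ambient temperature before ADP-Glo detection; full inhibition defined by wells lacking enzyme.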
An asterisk follows results filed as active; ? = inconclusive; · = no result given; & = joins results of further samples; [ ] = another dose, or the depositor's remark. Unless noted, calls come from the whole dose curve; as a rule, active = well fitted curve in the direction sought with a large enough effect; inconclusive = small, poorly fitted or top-dose-only effect, or another doubt; inactive = no such curve, though single readings can be large; an effect the other way counts as inactive or inconclusive.

SMILES	BAZ2B inh	G9a inh	GLS inhibitor	RGS4 inhibitor	HP1b binding inh	ERG-DNA inh	JMJD2A Tudor inh	12-LOX inh	PI4K2A inh
Cc1ccc(-n2cc[nH]c2=S)c(C)c1	-11%	8.9µM*	-19%	?	-12%	8%	-7%	-14%	-1
O=C(NCc1ccc(F)cc1)c1cc(Sc2ccc(F)cc2F)nc2ccccc12	0%	0%[59 µM]	-2%	25%	26%	0%	-18%	-23%	3
O=C(NCCCl)C1Cc2c(ccc3ccccc23)O1 (stereo not drawn)	-28%	40µM*	-8%	-14%	36%	15%	-6%	-19%	3
Cn1cc(Br)c(C(=O)NNC(=O)Nc2ccccc2C(F)(F)F)n1	-20%	0%	9%	9%[56.9 µM]	22%	-5%	-6%	3%	-6
C=C1N(c2ccc(Cl)cc2)C(=O)OC1(C)C	9%	·	-4%	-21%	20%	-3%	-9%	-4%	4
O=C1CN2Cc3c(ccc(Cl)c3Cl)N=C2N1	·	?	13%&-3%	3%	18%	4%	?	?	-9
CCOc1ccc(CNC(=O)C2=Cc3cc(Br)ccc3OC2)cc1OC	-16%	4%[59 µM]	5%	1%	14%[57 µM]	7%	-24%	4%	-1
Cn1c(SCC(=O)NNC(=S)Nc2ccccc2)nnc1-c1ccccc1	1%	?	16%	-5%	37%	-1%	-16%	369%[activator]	-4
COc1cc(OC)cc(C(=O)Nc2ccc(Nc3ccccc3)cc2)c1	25µM*	35µM*	4%	-2%	-26%	-24%	?	279%[activator]	-5
Cc1nc2nc[nH]n2c(=O)c1CCC(C)C	?	?	-3%	30%	35%	-6%	-7%	-24%	0
O=C(NNC(=O)c1ccc2ccccc2c1)c1ccc(Cl)cc1	·	·	-1%	-2%	26%[57 µM]	-2%	-26%	-29%	-8
COc1ccc(CC(=O)OCC(=O)Nc2ccc(Br)cc2)cc1	1%	6%	2%	2%	29%	15%	-8%	-8%	-2
Cc1ccc(CNC(=S)N(C)C)cc1	1%	7%[59 µM]	4%	-2%	34%	-15%	-4%	-25%	2
COc1ccc(-c2ccc3oc(-c4ccc(OC)cc4)c(C#CC4(O)CCCCC4)c3c2)cc1	·	·	-7%	-26%	24%	-1%	-12%	?	-3
O=C(N/C(=C\c1ccccc1)C(=O)N1CCCCCC1)c1ccccc1	-3%	2%	12%	?	?	0%	?	-3%	-4
O=C(Cc1ccc(Cl)c(Cl)c1)Nc1cccnc1	-1%	20%	0%	-31%	35%	3%	1%	-3%	-4
CS(=O)(=O)N1CCC(n2c(C(F)(F)F)nc3cccnc32)CC1	4%	2%[59 µM]	-3%	-25%	40%[activator]	3%	2%	-8%	0
CCN(CC)C(=O)c1cn(C)c(=O)c2cc(OC)c(OC)cc12	-32%	6%[12.7 µM]	-12%	17%	9%	-5%	-9%	·	1
O=C(CCl)N(c1ccc(Cl)cc1)c1c[nH]c2ccccc12	2%	?	7%	-8%	-1%	3%	-27%	?	25
CCc1noc(C)c1C(=O)Nc1nnc(CC(C)C)s1	10%	9%[0.501 µM]	-2%	-1%	30%	2%	-9%	-21%	-1
COC(=O)c1ccc(OCCOc2ccc(C(=O)OC)cc2)cc1	3%	6%[12.7 µM]	-8%	3%[11.4 µM]	-26%	-23%	2%[11.4 µM]	-2%	-11
Cc1ccccc1C(=O)Nc1ccc(S(=O)(=O)Nc2onc(C)c2C)cc1	-12%	-9%[12.7 µM]	0%	-4%	17%	-4%	12%	0%	0
COc1cc(OC)c(C2N(c3ccccn3)C(=O)C3CCCN32)cc1OC (stereo not drawn)	-4%	?	-7%	11%[56.9 µM]	36%[activator]	1%	-1%[57.1 µM]	-27%	-2
CCOC(=O)c1cccc(NC(=O)CNS(=O)(=O)c2cccs2)c1	-4%	-20%[59 µM]	-3%	-10%	27%	-2%	-16%	-7%	6
Cc1cc(C)c(S(=O)(=O)Nc2ccc(-c3cn4ccccc4n3)cc2)c(C)c1	?	?	-4%	-33%	-10%	-6%	?	23%	-4

Laid out differently: results already given.
mol | BAZ2B inh | G9a inh | GLS inhibitor | RGS4 inhibitor | HP1b binding inh | ERG-DNA inh | JMJD2A Tudor inh | 12-LOX inh | PI4K2A inh
Cc1ccc(-n2cc[nH]c2=S)c(C)c1 | -11% | 8.9µM* | -19% | ? | -12% | 8% | -7% | -14% | -1
O=C(NCc1ccc(F)cc1)c1cc(Sc2ccc(F)cc2F)nc2ccccc12 | 0% | 0%[59 µM] | -2% | 25% | 26% | 0% | -18% | -23% | 3
O=C(NCCCl)C1Cc2c(ccc3ccccc23)O1 (stereo not drawn) | -28% | 40µM* | -8% | -14% | 36% | 15% | -6% | -19% | 3
Cn1cc(Br)c(C(=O)NNC(=O)Nc2ccccc2C(F)(F)F)n1 | -20% | 0% | 9% | 9%[56.9 µM] | 22% | -5% | -6% | 3% | -6
C=C1N(c2ccc(Cl)cc2)C(=O)OC1(C)C | 9% | · | -4% | -21% | 20% | -3% | -9% | -4% | 4
O=C1CN2Cc3c(ccc(Cl)c3Cl)N=C2N1 | · | ? | 13%&-3% | 3% | 18% | 4% | ? | ? | -9
CCOc1ccc(CNC(=O)C2=Cc3cc(Br)ccc3OC2)cc1OC | -16% | 4%[59 µM] | 5% | 1% | 14%[57 µM] | 7% | -24% | 4% | -1
Cn1c(SCC(=O)NNC(=S)Nc2ccccc2)nnc1-c1ccccc1 | 1% | ? | 16% | -5% | 37% | -1% | -16% | 369%[activator] | -4
COc1cc(OC)cc(C(=O)Nc2ccc(Nc3ccccc3)cc2)c1 | 25µM* | 35µM* | 4% | -2% | -26% | -24% | ? | 279%[activator] | -5
Cc1nc2nc[nH]n2c(=O)c1CCC(C)C | ? | ? | -3% | 30% | 35% | -6% | -7% | -24% | 0
O=C(NNC(=O)c1ccc2ccccc2c1)c1ccc(Cl)cc1 | · | · | -1% | -2% | 26%[57 µM] | -2% | -26% | -29% | -8
COc1ccc(CC(=O)OCC(=O)Nc2ccc(Br)cc2)cc1 | 1% | 6% | 2% | 2% | 29% | 15% | -8% | -8% | -2
Cc1ccc(CNC(=S)N(C)C)cc1 | 1% | 7%[59 µM] | 4% | -2% | 34% | -15% | -4% | -25% | 2
COc1ccc(-c2ccc3oc(-c4ccc(OC)cc4)c(C#CC4(O)CCCCC4)c3c2)cc1 | · | · | -7% | -26% | 24% | -1% | -12% | ? | -3

Continued:
SMILES	BAZ2B inh	G9a inh	GLS inhibitor	RGS4 inhibitor	HP1b binding inh	ERG-DNA inh	JMJD2A Tudor inh	12-LOX inh	PI4K2A inh
COc1ccc(-c2nc3c([nH]2)c(=O)n(C)c(=O)n3C)c(OC)c1	8%	·	-15%	-3%	-1%	-4%	-11%	-19%	-1
Cc1ccc2c(c1)[C@H]1[C@H](CO2)[C@H](c2ccccc2)[C@]2(C)C(=O)Nc3cc(F)ccc3C(=O)N12	·	·	-8%	-1%	22%	-8%	-17%	1%	4
COc1cccc2c1cc1c(=O)n(CC(=O)N3CCN(c4cccc(Cl)c4)CC3)nc(C)n12	0%	1%[59 µM]	-29%	1%	30%	-9%	-11%	-17%	4
O=C(Nc1nonc1-c1ccc(Cl)cc1)c1ccco1	-5%	1%[59 µM]	0%	0%	47%[activator]	3%	-1%	-2%	-5
COc1cc(C2C3=C(Nc4nc(N)[nH]c(=O)c42)c2ccccc2C3=O)ccc1O (stereo not drawn)	?	-11%[12.7 µM]	0%	-19%	-9%	-13%	?	?	-9
CN1CC(=O)N(CC(=O)Nc2ccc(N(C)C)cc2)c2ccccc2C1=O	50µM*	14µM*	67%[activator]	?	18%	-1%	-27%	-6%	-3
NS(=O)(=O)c1ccc(NC(=O)c2ccc(S(=O)(=O)N3CCCCC3)cc2)cc1	·	·	1%	-26%	34%	0%	2%	23%	-3
O=C(O)CC1S/C(=N/N=C/C2CC=CCC2)NC1=O (stereo not drawn)	-14%	0%	11%	21%	35%	-3%	-29%	37%[activator]	-2
COc1cccc(NS(=O)(=O)c2c(C)nc3sccn3c2=O)c1	12%	15%	12%	10%	24%	3%	-4%	-9%	2
COC(=O)Nc1ccc(Cc2ccncc2)cc1	-3%	10%	1%	-1%	11%	-1%	-16%	-2%	0
Cc1ccc(S(=O)(=O)Oc2ccc(/C=C(/NC(=O)c3ccccc3)C(=O)Nc3ccccc3)cc2)cc1	1%	·	4%	-9%	22%	-12%	-20%	0%	-8
OCCN1CCN(c2nc(NCc3ccco3)c3ccccc3n2)CC1	-9%	-8%[59 µM]	-6%	12%	5%	-8%	?	?	0
COc1ccc(C(=O)NNc2ccccc2)cc1OC	?	?	26%	-20%	34%	12%	?	?	3
COC(=O)c1oc2ccc(Br)cc2c1NC(C)=O	-1%	4%[59 µM]	0%	-10%	31%	2%	-6%	20%	-4

An excerpt; count on the stated rates, not on these rows.
